Assay outcomes deposited in PubChem BioAssay by National Center for Advancing Translational Sciences (NCATS).
PLK1 PBD block – blocks phosphopeptide binding to human PLK1 polo-box domain. Plk1 PBD binding of FITC phosphopeptide, fluorescence polarization. P53350. AID 720504. 360,000 tested, 2.8% active. Potency, µM, inactives show max response, negative = inhibition, most hits filed as inhibitors; also: potency is read from the fitted curve at half-maximal effect; series mostly up to about 57 µM; % is scaled to controls: 0 for no effect and ±100 for the full control effect; nearly all actives have a fitted effect of over 65% in size
EPAC2 antagonist – blocks human EPAC2 exchange factor; AID 720708; EPAC2 GEF exchange of Rap1B-BODIPY-GDP, fluorescence; 360,000 tested, 0.18% active; Potency, µM (titrated, usually from 114 µM), without a hit: at the highest dose activity, negative = inhibition, most hits filed as inhibitors; also: potency is read from the fitted curve at half-maximal effect; % is scaled to controls: 0 for no effect and ±100 for the full control effect; nearly all actives have a fitted effect of over 45% in size; many of its hits are not listed in these tables
CCT chaperon mod – cytosolic chaperonin activity modulation; purified chaperonin ATPase assay, HTRF ADP detection, 30 min; activity change, % (no concentration beside the values), hits read low; 360,000 tested, 0.3% active; AID 651819; in the data active = activity change below about -30%; also: % is scaled to controls: 0 for no effect and ±100 for the full control effect
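We incubate TRiC, 40 or 20 nM final, with library compounds at 76 uM and 10 uM ATP for 30 min at 37 °C. ADP formed is detected with Transcreener HTRF reagents after 30 min at room temperature.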
EPAC1 antag – blocks human EPAC1 exchange factor; O95398; EPAC1 GEF assay, Rap1b-BODIPY-GDP exchange fluorescence; Potency, µM (highest dose often 115 µM), for the others: at the highest dose activity change, negative = inhibition, usual class: inhibitors; 360,000 tested, 0.14% active; AID 720709;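 also: potency is read from the fitted curve at half-maximal effect; plate controls were vehicle for no effect and positive control for full effect; nearly all actives have a fitted effect of over 50% in size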
Target sequence (O95398 whole entry, looked up): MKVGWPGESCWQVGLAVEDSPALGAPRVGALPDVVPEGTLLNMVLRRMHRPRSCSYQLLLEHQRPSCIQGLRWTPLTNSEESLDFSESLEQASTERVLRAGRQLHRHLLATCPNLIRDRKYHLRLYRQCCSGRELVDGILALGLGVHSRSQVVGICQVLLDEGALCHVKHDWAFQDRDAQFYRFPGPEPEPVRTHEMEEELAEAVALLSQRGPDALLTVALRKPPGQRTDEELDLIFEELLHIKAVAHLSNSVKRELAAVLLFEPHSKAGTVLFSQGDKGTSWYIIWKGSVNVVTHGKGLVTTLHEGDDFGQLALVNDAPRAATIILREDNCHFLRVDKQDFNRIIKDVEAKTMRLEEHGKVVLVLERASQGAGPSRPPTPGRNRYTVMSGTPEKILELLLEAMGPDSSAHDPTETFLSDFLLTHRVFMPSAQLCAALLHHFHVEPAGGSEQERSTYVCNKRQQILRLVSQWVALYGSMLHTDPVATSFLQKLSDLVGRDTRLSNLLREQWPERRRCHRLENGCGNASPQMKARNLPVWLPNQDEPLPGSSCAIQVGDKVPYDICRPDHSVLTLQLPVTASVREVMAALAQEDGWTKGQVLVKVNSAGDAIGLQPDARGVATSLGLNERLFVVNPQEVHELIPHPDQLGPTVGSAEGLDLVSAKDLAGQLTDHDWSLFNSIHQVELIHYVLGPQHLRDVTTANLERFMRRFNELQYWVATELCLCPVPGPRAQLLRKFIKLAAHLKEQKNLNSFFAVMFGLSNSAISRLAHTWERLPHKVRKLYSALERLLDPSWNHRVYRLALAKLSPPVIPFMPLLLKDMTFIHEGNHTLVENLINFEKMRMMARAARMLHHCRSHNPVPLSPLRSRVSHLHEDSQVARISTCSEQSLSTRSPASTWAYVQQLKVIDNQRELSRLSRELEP
MmCpn inh – M. maripaludis TRiC chaperonin inhibition; purified Mm-Cpn ATPase, ADP Transcreener TR-FRET; Potency, µM (series often up to 76.9 µM), inactives show at the top dose activity, negative = inhibition, most hits filed as inhibitors; 330,000 tested, 0.031% active; AID 504842; also: potency is read from the fitted curve at half-maximal effect; % is scaled to controls: 0 for no effect and ±100 for the full control effect; nearly all actives have a fitted effect of over 80% in size
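Eu-cryptate anti-ADP/ADP-d2 competition gives a ratio inversely related to ADP. Enzyme at 25 nM was pre-exposed to compound for 10 min, then given 10 uM ATP for 30 min, 37°C throughout.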
WRN inhibitor – WRN helicase (human) inhibition | 360,000 tested, 0.46% active | Potency, µM (titrated, usually from 114 µM), without a hit: at the highest dose activity change, negative = inhibition, hits mostly inhibitors | Q14191 | WRN helicase unwinding, fluorescent forked duplex, kinetic | AID 651768; also: potency is read from the fitted curve at half-maximal effect; % is scaled to controls: 0 for no effect and ±100 for the full control effect; nearly all actives have a fitted effect of over 55% in size
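Kinetic red-fluorescence monitoring (525/598 nm) tracks WRN helicase activity after 100 nM fluorophore-quencher forked duplex and 2 mM ATP are added to 20 nM enzyme pretreated 15 min at room temperature with compound.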
PI5P4Ka inh – PI5P4K alpha (human) kinase inhibition; PI5P4Kalpha enzyme, ADP-Glo luminescence, 60 min; stronger effect = lower value; AID 652105; 330,000 tested, 1.2% active; max response, %; active = max response of -50% or lower; inconclusive = between -30% and -50%; inactive = -30% or higher; also: value at the top dose of about 77 µM; % is scaled to controls: 0 for no effect and ±100 for the full control effect
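Single end-point luminescence (ADP-Glo) quantified ADP from PI5P4Kalpha turnover; ATP 5 microM final, 1 h at RT, 0.1% CHAPS and 0.28 mM EGTA in HEPES pH 7.4.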
EPAC1 ag – agonists of human EPAC1 | O95398 | EPAC1 agonist qHTS, biochemical assay; response scale: 100% = response to 6.5 mM cAMP | 360,000 tested, 0.073% active | Potency, µM (top dose mostly 154 µM), inactives show at the top dose activation, usual class: activators | AID 720707; also: potency is read from the fitted curve at half-maximal effect; nearly all actives have a fitted effect of over 60% in size
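Nucleotide exchange assay: 100 nM EPAC1 with 250 nM Rap1B loaded with BODIPY-GDP and 50 uM GDP, room temperature. Fluorescence (480/540 nm) read every 5 min for 30 min; signal change normalized to 6.5 mM cAMP as full agonist.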
An asterisk follows results filed as active; ? = inconclusive; nt = no result given; & = joins results of further samples; [ ] = dose if it differs, or a comment. Unless noted, calls follow the shape of the dose curve; as a rule, active = well fitted curve in the direction sought with a large enough effect; inconclusive = small, poorly fitted or top-dose-only effect, or another doubt; inactive = no such curve, though single readings can be large; an effect the other way counts as inactive or inconclusive. The list is partial (hit frequency here may not be typical).

SMILES	PLK1 PBD block	EPAC2 antagonist	CCT chaperon mod	EPAC1 antag	MmCpn inh	WRN inhibitor	PI5P4Ka inh	EPAC1 ag
Cc1ccc(CNC(=O)C2CCC(CNc3c(N4CCOCC4)c(=O)c3=O)CC2)cc1 (stereo not given)	3%	3%	0.8	0%	-1%	-2%	-1	-2%
CCOC(=O)CNC(=O)Nc1nnc(-c2ccc(OCC)cc2)o1	-14%	6%	1.3	2%	1%	-1%	-3	2%
COc1cccc(CNC(=O)c2ccc(S(=O)(=O)N3CCOCC3)cc2)c1	0%	0%	1.7	3%	0%	-6%	0	6%
O=C(CSc1nnc(C2CC2)n1C1CC1)c1ccc(F)cc1	-1%	0%	2.4	24%	2%	9%	-2	-4%
Cc1c(NC(=S)N/N=C/c2cccc(O)c2)c(=O)n(-c2ccccc2)n1C	-6%	7%	-1.3	4%	4%	8%	nt	2%
CCOC(=O)c1ccccc1NC(=O)CSc1nc(N)cc(N)n1	-25%	1%	0.5	12%	0%	9%	4	-7%
Cc1ccc(S(=O)(=O)NN2C(=O)/C(=C/c3cccs3)SC2=S)cc1	?	?	0.8	?	1%	-7%	-59*	-2%
Nc1ccccc1NC(=O)c1ccccc1N	-12%	-3%	0.8	0%	-2%	-8%	0	9%
Cc1ccc(OCC(O)CN2CCOCC2)cc1C (stereo not given)	-4%	-3%	-2.9	-22%	-5%	9%	4	-7%
COC(=O)c1cc(S(=O)(=O)N2CCCCC2)ccc1N1CCOCC1	-1%	19%	-0.5	0%	-1%	3%	2	-7%

Quoted from the listing.
Cc1c(NC(=S)N/N=C/c2cccc(O)c2)c(=O)n(-c2ccccc2)n1C @ MmCpn inh: 4%
CCOC(=O)c1ccccc1NC(=O)CSc1nc(N)cc(N)n1 @ WRN inhibitor: 9%
COc1cccc(CNC(=O)c2ccc(S(=O)(=O)N3CCOCC3)cc2)c1 @ PI5P4Ka inh: 0

(next part)
SMILES	PLK1 PBD block	EPAC2 antagonist	CCT chaperon mod	EPAC1 antag	MmCpn inh	WRN inhibitor	PI5P4Ka inh	EPAC1 ag
CCOC(=O)c1c(S(=O)(=O)NCc2ccc(C)o2)c(C)n(C)c1C	0%	-15%	2.3	-4%	0%	0%	-3	-6%
COc1cccc(/C=C/C(=O)OCC(=O)NCCCc2ccccc2)c1OC	-9%	-4%	-0.9	-1%	-1%	-1%	0	8%
Fc1c(F)c(C(F)(F)F)c(F)c(F)c1N/N=C\c1cccs1	1%	-8%	-37*	-13%	1%	-12%[57.1 µM]	nt	23%
Cc1nc2ccc(NC(=O)c3oc4ccc(F)cc4c3C)cc2s1	-7%	-2%	3.0	-2%	-3%	-1%	2	4%
COc1cc(OC)nc(Nc2nc(C(N)c3ccccc3Cl)cs2)n1 (stereo not given)	-8%	10%	-0.8	-5%	nt	0%	-1	-5%
Nc1cc2[nH]c(=O)c3ccccc3c2cc1[N+](=O)[O-]	5%	8%	-8.2	1%	nt	-9%	-4	0%
CC(=O)NC1C(=O)N=C(SCC(=O)Nc2ccc(C(F)(F)F)cc2Cl)NC1=O (stereo not given)	-12%	-1%	-53*	-17%	1%	-1%[11.6 µM]	-4	10%
Cc1ccc(-n2c(Cc3cccn3C)nnc2SCC(=O)NCc2ccc3c(c2)OCO3)cc1	-6%	-13%	-1.4	-2%	-1%	-4%[11.6 µM]	nt	6%
CC(=O)Nc1ccc(CN(C)c2c(C)nc3ccc(C(=O)NC4CCN(Cc5ccccc5)CC4)cn23)cc1	-9%	8%	0.1	-10%	nt	5%[57.1 µM]	0	-5%
CC(=O)c1ccc(OCC(=O)N2CCCC2c2ccc3c(c2)OCCCO3)cc1 (stereo not given)	-1%	2%	-1.2	-9%	1%	2%	1	-1%
O=c1c2ccccc2n2c(-c3cccc(F)c3)nnc2n1Cc1ccccc1	-6%	-13%	0.2	-28%	-2%	-6%	3	-4%
COc1ccccc1CNC(=O)COC(=O)c1cc(S(=O)(=O)N2CCOCC2)ccc1Cl	-3%	3%	1.9	9%	2%	2%	5	1%
Cc1ccc(-n2nc(-c3ccc(N)cc3)cc2N)cc1	-4%	3%	-1.5	18%	0%	5%	-4	-8%
C[C@H](CO)N1C[C@H](C)[C@@H](CN(C)S(=O)(=O)c2ccc(F)cc2)Oc2c(NC(=O)c3ccncc3)cccc2C1=O	-10%	14%	-0.4	5%	nt	1%	-2	-12%
CCN(CC)S(=O)(=O)c1ccc(NC(=O)CC(NC(C)=O)c2ccccc2)cc1 (stereo not given)	-7%	10%	2.4	5%	0%	-8%	2	-4%
CC1(C)Cc2c(cnn2-c2ccc(F)cc2)C(NC(=O)C2CCC2)C1 (stereo not given)	2%	5%	1.3	6%	2%	-24%	5	3%
CC(=O)c1ccc(OCC(=O)N2CCN(S(=O)(=O)c3ccc(Br)s3)CC2)cc1	-1%	-27%	0.7	5%	3%	-2%	0	-7%
COc1ccc2nc(C(C)O)[nH]c2c1 (stereo not given)	-4%	-4%	-0.9	-1%	1%	-8%	nt	0%
Cc1cc(C)n2nc(SC(C)C(=O)Nc3ccccc3F)nc2n1 (stereo not given)	0%	7%	-0.5	-9%	0%	-16%	-5	-8%
CCCc1cc(C(N)=O)c(NC(C)=O)s1	?	11%	0.1	3%	1%	4%	nt	5%
CC(=O)Nc1ccc(-c2nn[nH]n2)cc1	4%	12%	-0.1	7%	-2%	2%	-5	9%
CCOC(=O)N1CCN(C(=O)c2c(Cl)cnn2C)CC1	3%	-6%	-1.3	7%	-1%	0%	0	9%
CCN1CCN(c2c(Cl)cccc2NC(=O)c2ccco2)CC1	-10%	-6%	-1.4	-11%	-4%	-20%	-2	3%
Cc1noc(C)c1C(=O)N(C)CC(=O)Nc1ccc(F)c(F)c1F	-5%	9%	1.1	-2%	0%	0%	4	8%
O=C1C(=O)N(CCN2CCOCC2)C(c2ccc(Cl)c(Cl)c2)/C1=C(/O)c1ccc2c(c1)OCO2 (stereo not given)	-9%	7%	0.5	1%	0%	-7%	-8	-4%
CC(C)C(=O)N1CCN(c2ccc(NC(=O)c3ccc4c(c3)OCCO4)cc2)CC1	-2%	9%	1.6	7%	1%	-7%	-4	10%
Cc1ccc(C(=O)N(CCc2ccccc2)Cc2ccccc2)cc1S(=O)(=O)N1CCOCC1	1%	-15%	0.1	-25%	nt	-9%	6	-1%
N#Cc1c(N)c(C(=O)c2ccc(Cl)cc2)n2c1CCC2	-5%	9%	-2.3	13%	0%	-17%[57.1 µM]	-2	4%
CCN1C(=O)[C@H]2[C@@H](c3ccc(-c4cc(C(C)=O)cs4)cc3)N[C@@](Cc3ccccc3)(C(=O)OC)[C@H]2C1=O	0%	6%	-1.5	-6%	1%	0%	0	8%
CCCOc1ccc(S(=O)(=O)NCc2ccc(OC)cc2)cc1	-13%	13%	-1.0	1%	0%	-1%	10	-5%
CCOC(=O)c1nc(S(C)(=O)=O)ncc1Cl	21µM*	0%	-5.4	9%	1%	-8%	nt	-3%
CC(C)(C)[C@H]1CCC(=O)N([C@H](CC#N)Cc2ccccc2)CC1	-7%	-17%	-0.3	-13%	1%	3%	5	-7%
CCCC(=O)Nc1nc2ccc(OCC)cc2s1	-15%	8%	-1.1	-10%	0%	-4%	-3	4%
O=C(COC(=O)c1cccnc1Cl)c1ccc(Cl)cc1Cl	-2%	4%	0.8	1%	-3%	2%	nt	3%
C/C(=C/C(=O)O)C(=O)Nc1cccc(C(F)(F)F)c1	7%	5%	-2.2	1%	-1%	3%	2	4%
COc1cccc2cc(C(=O)NCCN3CCOCC3)oc12	-14%	2%	-2.5	-1%	?	6%	-3	-2%
CCN(c1ccccc1)S(=O)(=O)c1ccc(OCC(=O)N2CCCC2)cc1	2%	9%	-5.8	0%	-2%	3%	0	6%
CCOc1cc2c3c(c1)C(C)CC(C)(C)N3C(=O)C2=O (stereo not given)	-9%	-1%	-1.7	-6%	-2%	2%	nt	11%
O=C(NC1CCCC1)c1ccc(S(=O)(=O)N2CCCC2)cc1	-1%	4%	-0.8	1%	1%	1%	nt	-3%
O=C(OCc1ccc([N+](=O)[O-])cc1Cl)c1cnccn1	-5%	4%	-1.2	-5%	1%	10%	-5	6%
C/C(CC1(O)C(=O)N(C)c2ccccc21)=N\O (stereo not given)	-8%	6%	-1.3	-9%	0%	-4%	nt	2%
C=CCNC(=O)NC(=O)COC(=O)CC(NC(N)=O)c1ccc(Cl)cc1 (stereo not given)	-4%	12%	1.3	-3%	1%	-17%	8	-5%
COC(=O)c1cc(S(=O)(=O)NC2CCCCC2)cn1C	-6%	13%	-2.4	-2%	0%	-1%	-5	-8%
CC1=C(C(=O)OCCC#N)C(c2cc3c(cc2Br)OCO3)NC(=O)N1 (stereo not given)	-5%	13%	1.6	12%	3%	0%	-10	-1%
Cc1noc(C)c1-c1csc(N2CCC(C(N)=O)CC2)n1	nt	11%	nt	-1%	-4%&-4%	nt	nt	6%
CC(=O)Nc1ccc(S(=O)(=O)NCCC(=O)Nc2ccc(C)cn2)cc1	-1%	-3%	-0.1	22%	0%	-10%	-3	4%
c1ccc2oc(SCc3cn4ccsc4n3)nc2c1	-11%	-7%	-2.3	-9%	0%	-3%	-6	4%
CC(C)Cn1cc(C(=O)N2CCN(c3ccccn3)CC2)c2c3ccccc3n(C)c2c1=O	-9%	-10%	-0.8	-2%	0%	-11%	nt	8%
Cc1cc(SCC#N)nc2ccccc12	-5%	0%	-6.5	6%	2%	2%	0	18%
CC(C(=O)O)C1SC(=O)NC1=O (stereo not given)	1%	4%	-1.7	-6%	4%	-1%	-2	2%

The results go on.
SMILES	PLK1 PBD block	EPAC2 antagonist	CCT chaperon mod	EPAC1 antag	MmCpn inh	WRN inhibitor	PI5P4Ka inh	EPAC1 ag
Cn1nc(C(=O)NC2CCCC2)c2ccccc2c1=O	-16%	2%	-5.2	-10%	-2%	2%	-1	5%
Cc1ccc(N(CC(=O)N2CCN(c3ccccc3F)CC2)S(=O)(=O)c2c(C)noc2C)cc1	-2%	11%	1.2	9%	-1%	-1%	-1	-7%
Cc1cccc[n+]1C1C(c2ccccc2)C(C#N)=C(C(=C=[N-])C#N)NC1(O)C1CC1 (stereo not given)	?	-4%	-3.1	-5%	-17%	?	-74*	2%
Cc1c(C#N)c2ccccc2n1CC(=O)NCc1cccnc1	-3%	12%	1.5	-5%	-4%	-5%	-5	4%
CCOc1cc(CNCCCN2CCOCC2)cc(Br)c1OCc1ccccc1Cl	-5%	-4%	-0.4	-4%	3%	-4%	3	-2%
O=c1[nH]c2ccccc2cc1-c1nnn(-c2ccccc2)n1	-14%	5%	-0.4	3%	nt	-5%	-6	-4%
